# Compound activity from PubChem BioAssay.
# GDH-TPI counter – GDH-TPI coupling enzyme inhibitors, primary screen, artefact control for M. tuberculosis FBA inhibitor project, biochemical, absorbance, full deck; GDH-TPI coupled enzyme counterscreen, NADH absorbance; inhibition, % at 4.8 µM; 1.2% of 360,000 active; AID 588335, 2011; in the data active = inhibition above about 30%;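 note: 0% = DMSO wells and 100% = wells lacking the enzyme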
# FadD28 FP inh – inhibitors of FadD28 bisubstrate probe binding, primary screen, biochemical, fluorescence polarization, single point. Mycobacterium tuberculosis FadD28 fatty-acid-AMP ligase. inhibition, % at 12.5 µM. 0.22% of 360,000 active. AID 588549, 2011; in the data active = inhibition above about 8.5%, passing the limit was not always enough
# TcdB inh – TcdB glycohydrolase inhibitors, primary screen, biochemical, single point, plate reader; Toxin B (Clostridioides difficile), P18177; TcdB glycohydrolase enzymatic assay; inhibition, % at 9.99 µM; 0.24% of 350,000 active; in the data active = inhibition above about 10%
# Target sequence (P18177 whole entry, looked up): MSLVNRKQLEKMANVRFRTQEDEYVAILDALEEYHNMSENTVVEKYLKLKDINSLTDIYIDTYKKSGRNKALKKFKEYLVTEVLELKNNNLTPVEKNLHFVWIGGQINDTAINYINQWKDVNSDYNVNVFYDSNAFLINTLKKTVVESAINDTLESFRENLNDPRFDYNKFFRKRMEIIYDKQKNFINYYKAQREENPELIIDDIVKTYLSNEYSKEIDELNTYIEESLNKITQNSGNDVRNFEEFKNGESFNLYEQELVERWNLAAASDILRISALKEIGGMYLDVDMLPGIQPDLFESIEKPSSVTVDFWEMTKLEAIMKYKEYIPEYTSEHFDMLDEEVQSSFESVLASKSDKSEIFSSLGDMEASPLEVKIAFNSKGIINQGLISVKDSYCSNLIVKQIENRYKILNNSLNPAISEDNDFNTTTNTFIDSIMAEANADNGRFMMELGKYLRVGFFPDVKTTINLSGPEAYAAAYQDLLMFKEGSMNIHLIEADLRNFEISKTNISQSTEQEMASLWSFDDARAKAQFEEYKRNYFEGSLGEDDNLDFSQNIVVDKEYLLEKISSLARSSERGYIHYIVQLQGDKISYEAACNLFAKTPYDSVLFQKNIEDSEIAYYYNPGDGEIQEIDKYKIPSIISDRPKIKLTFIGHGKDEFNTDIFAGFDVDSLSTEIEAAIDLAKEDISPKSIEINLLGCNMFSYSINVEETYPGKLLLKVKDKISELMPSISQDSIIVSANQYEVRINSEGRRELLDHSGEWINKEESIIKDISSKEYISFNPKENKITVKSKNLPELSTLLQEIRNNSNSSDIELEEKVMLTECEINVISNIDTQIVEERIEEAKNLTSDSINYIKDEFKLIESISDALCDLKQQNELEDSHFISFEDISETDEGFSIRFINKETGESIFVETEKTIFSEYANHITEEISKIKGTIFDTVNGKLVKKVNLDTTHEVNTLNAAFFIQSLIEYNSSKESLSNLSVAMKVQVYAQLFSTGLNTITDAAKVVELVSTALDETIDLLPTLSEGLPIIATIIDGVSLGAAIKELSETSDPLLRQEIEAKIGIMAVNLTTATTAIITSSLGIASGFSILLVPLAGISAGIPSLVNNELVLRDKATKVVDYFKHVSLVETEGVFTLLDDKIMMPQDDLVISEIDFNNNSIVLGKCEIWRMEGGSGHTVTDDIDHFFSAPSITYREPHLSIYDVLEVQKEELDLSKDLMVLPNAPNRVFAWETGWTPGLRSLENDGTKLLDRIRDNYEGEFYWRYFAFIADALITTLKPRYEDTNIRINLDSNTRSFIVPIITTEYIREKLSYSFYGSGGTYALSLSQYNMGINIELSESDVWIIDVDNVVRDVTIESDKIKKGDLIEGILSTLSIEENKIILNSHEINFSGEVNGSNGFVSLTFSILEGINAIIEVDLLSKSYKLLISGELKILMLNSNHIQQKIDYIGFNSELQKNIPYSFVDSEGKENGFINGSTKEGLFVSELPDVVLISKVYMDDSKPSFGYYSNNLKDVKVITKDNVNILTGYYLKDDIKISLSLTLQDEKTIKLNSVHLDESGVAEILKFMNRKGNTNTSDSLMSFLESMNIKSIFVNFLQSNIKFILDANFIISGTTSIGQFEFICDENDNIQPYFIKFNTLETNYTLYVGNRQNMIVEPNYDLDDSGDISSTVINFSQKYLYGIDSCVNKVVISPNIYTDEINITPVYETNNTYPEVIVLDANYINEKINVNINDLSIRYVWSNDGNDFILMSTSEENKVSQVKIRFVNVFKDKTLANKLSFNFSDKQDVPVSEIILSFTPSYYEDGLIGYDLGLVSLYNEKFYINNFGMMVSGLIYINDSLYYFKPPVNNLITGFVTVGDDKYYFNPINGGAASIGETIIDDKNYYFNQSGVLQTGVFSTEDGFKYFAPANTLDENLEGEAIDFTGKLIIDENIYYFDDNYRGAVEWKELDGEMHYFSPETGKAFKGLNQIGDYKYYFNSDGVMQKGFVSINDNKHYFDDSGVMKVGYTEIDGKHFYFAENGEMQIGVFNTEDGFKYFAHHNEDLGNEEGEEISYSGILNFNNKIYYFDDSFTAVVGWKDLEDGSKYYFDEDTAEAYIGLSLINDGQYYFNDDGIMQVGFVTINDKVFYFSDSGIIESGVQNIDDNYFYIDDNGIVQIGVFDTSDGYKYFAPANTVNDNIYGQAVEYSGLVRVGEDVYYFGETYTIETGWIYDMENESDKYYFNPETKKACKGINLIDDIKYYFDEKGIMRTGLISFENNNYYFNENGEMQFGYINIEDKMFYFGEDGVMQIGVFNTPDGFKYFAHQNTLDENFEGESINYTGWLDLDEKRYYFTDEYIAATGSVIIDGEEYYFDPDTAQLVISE
# Mtb UGM inh – M. tuberculosis UGM enzyme inhibitors, primary screen, biochemical, fluorescence polarization, single point; UDP-galactopyranose mutase (Mycobacterium tuberculosis (strain ATCC 25618 / H37Rv)), …; 0.06% of 320,000 active; purified UGM, fluorescence polarization probe displacement; inhibition, % at 10 µM; AID 504406, 2011; in the data active = inhibition above about 10%, passing the limit was not always enough
# FBA Mtb inh – Mtb FBA enzyme inhibitors, primary screen, biochemical, fluorescence, strain H37Rv; purified M. tuberculosis FBA, fluorescence read-out; AID 588726, 2011; 2.3% of 360,000 active; inhibition, % at 1 µM; Fructose-bisphosphate aldolase (Mycobacterium tuberculosis (strain ATCC 25618 / H37Rv)), …; in the data active = inhibition above about 27%;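 note: 0% = vehicle and 100% = reference inhibitor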
# BH1578 lux ind – inducers of Vibrio cholerae quorum light production without autoinducers, primary screen, BH1578 luxS cqsA deficient, single point. V. cholerae BH1578 lux reporter, luminescence, 6 h. activation, % at 18.7 µM. 0.16% of 350,000 active; in the data active = activation mostly above about 9.7%, no sharp cut-off; note: not every result past the cut was called active; inactives centre near 0; reference of the scale not given here
# PfHsp40 rescue – rescue of yeast from PfHsp40 toxicity, primary screen, S. cerevisiae, ATP luminescence; growth rescue, % at 12.5 µM; S. cerevisiae expressing PfHsp40, growth rescue; 0.68% of 340,000 active; AID 504582, 2011; in the data active = growth rescue above about 28%, passing the limit was not always enough;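 note: yeast W303a lacking pdr1 and pdr3 grown in galactose medium; growth measured after three days at 30 °C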
# BioA inh – M. tuberculosis BioA enzyme inhibitors, primary screen, biochemical, plate reader, single point, HTS | 0.096% of 360,000 active | inhibition, % at 9.99 µM | purified M. tuberculosis BioA enzyme | 7,8-diaminopelargonic acid synthase BioA (Mycobacterium tuberculosis); in the data active = inhibition above about 40%
# Y pestis TopoI – Yersinia pestis topoisomerase I inhibitors, primary screen, biochemical, cleavage product accumulation, plate reader, single point; activity, % at 10 µM; 0.064% of 360,000 active; DNA topoisomerase I (Yersinia pestis CO92); Y. pestis Topo-I cleavage product accumulation; AID 504884, 2011; in the data active = activity above about 50%, passing the limit was not always enough; note: inactives centre near 2
# * marks the source's active call; other numbers are inactive results; i = inactive; · = not tested or not shown; & = joins results of further samples.
structure	GDH-TPI counter	FadD28 FP inh	TcdB inh	Mtb UGM inh	FBA Mtb inh	BH1578 lux ind	PfHsp40 rescue	BioA inh	Y pestis TopoI
CCCn1c(SCCN2C(=O)c3ccccc3C2=O)n[nH]c1=O	19	-4.5	·	-0.2	0	-0.6	-1.6	-0.7	-4
CC(C)(C)NC(=O)Cn1c(=O)oc2ccc(Cl)cc21	-3	0.7	0.3	-3.3	3	·	0.5	-0.3	7
O=C(CN1C(=O)COc2ccccc21)N1CCCc2ccccc21	-1	-2.0	0.9	-0.2	1	0.6	-0.8	1.2	4
COC(=O)c1ccc(CON2C(=O)c3ccccc3C2=O)cc1	3	-1.2	·	-1.8	-3	0.6	-1.3	-0.7	-7
COCCNC(=O)c1cc(-c2ccccc2C)nn1CC1CC(c2cccnc2)=NO1 (stereo unspecified)	11	-1.0	-0.3	-1.3	4	-0.6	-0.2	0.6	-1
Oc1ccc2ccccc2c1CNc1ccccn1	2	-0.7	-7.2	3.1	0	-0.6	1.8	0.9	-10
O=C(CN1C(=O)c2ccc([N+](=O)[O-])cc2C1=O)NC1CCS(=O)(=O)C1 (stereo unspecified)	6	1.1	0.4	0.2	-1	-2.3	-3.0	-1.0	16
Oc1ccccc1-c1nc(NC2CCCC2)c2ccccc2n1	3	-3.2	1.0	-1.9	1	1.9	5.3	-1.3	-16
O=C(/C=C/c1cccs1)Nc1cccc(NC(=O)/C=C/c2cccs2)n1	57*	-3.0	1.6	·	0	-0.4	1.7	0.7	0
CC(Sc1c[nH]c2ccccc12)C(=O)O (stereo unspecified)	2	0.4	·	1.3	5	-1.8	-1.5	-2.1	0
CC1=C(C(=O)N(C)C)CC(CC(=O)NCCCN(C)C)C(=O)N1Cc1ccccc1 (stereo unspecified)	8	-2.9	1.4	·	0	-1.1	·	0.0	-9
CSc1nnc(-c2sccc2OCc2ccccc2)n1C	22	-0.7	·	0.6	-1	i	1.8	2.7	11

# Continued, overlapping the part above by 2 compounds.
structure	GDH-TPI counter	FadD28 FP inh	TcdB inh	Mtb UGM inh	FBA Mtb inh	BH1578 lux ind	PfHsp40 rescue	BioA inh	Y pestis TopoI
CC1=C(C(=O)N(C)C)CC(CC(=O)NCCCN(C)C)C(=O)N1Cc1ccccc1 (stereo unspecified)	8	-2.9	1.4	·	0	-1.1	·	0.0	-9
CSc1nnc(-c2sccc2OCc2ccccc2)n1C	22	-0.7	·	0.6	-1	i	1.8	2.7	11
Cn1c(=O)c(NCCc2ccccc2)c2c3c(cccc31)C(=O)c1ccccc1-2	11	93*	·	44*	-7	·	5.9	-74	24
CCN(CC)CCC(=O)N1C/C(=C/c2ccccc2)C(=O)/C(=C\c2ccccc2)C1	25	-3.7	-0.6	·	-3	-1.9	-0.6	·	3
Cc1ccc(-c2nc(-c3ccccn3)no2)cc1[N+](=O)[O-]	2	-2.2	-0.3	1.0	1	i	-0.1	·	-13
CCOC(=O)c1[nH]c(=S)[nH]c1C	5	1.9	2.7	·	1	i	-1.4	-0.8	-5
CCN(CC)c1nc(-c2ccc(C(=O)NN)cc2)nc(-c2ccc(C(=O)NN)cc2)n1	15	-0.4	1.1	-1.6	6	i	-0.5	28	-2
O=C(Nc1cc(S(=O)(=O)Nc2ccccc2Cl)ccc1O)c1cc2c(s1)CCCC2	3	-3.7	0.6	-1.4	-1	-0.5	0.3	·	4
CCOc1ccc(C(=O)N2CCN(c3cnn(-c4ccccc4)c(=O)c3Cl)CC2)cc1	6	-2.0	0.2	0.2	-1	i	-1.1	·	1
COC(=O)C1=C(c2ccccc2OCc2ccccc2)C[C@@H]2CC[C@H]1N2C(=O)NCCOc1ccccc1	14	-0.4	0.4	-1.3	3	i	0.9	-4.4	-10
CCc1noc(C)c1C(=O)OCC(=O)Nc1ccccc1SC	6	-1.3	1.1	·	1	-1.1	-1.2	4.0	6
O=C(CN1CCC(NC(=O)c2ccc(Br)cc2)CC1)NCc1cccs1	-10	-3.7	-0.4	0.0	-2	-0.3	-1.3	0.3	-3
O=C(C[C@@H]1C[C@H]2c3cc(NC(=O)Nc4ccccc4F)ccc3O[C@H]2[C@H](CO)O1)NCC(F)(F)F	5	0.6	0.4&0.2	·	0	-0.7	·	-0.9	2
COCCN1CC(C(=O)N2CCC(Oc3ccccc3OC)CC2)CCC1=O (stereo unspecified)	-2	-2.1	1.2	4.1	-1	·	0.2	0.7	0
Cc1ccc(NC2SC(=O)N(Cc3cccc(C(=O)O)c3)C2=O)c(C)c1 (stereo unspecified)	-3	-1.1	-5.1	4.3	8	i	0.8	·	0
Cc1ccc(C(=O)CCC(=O)N2CCN(C/C=C/c3ccccc3)CC2)cc1	4	-2.6	-0.9	·	-3	i	·	-0.2	27
O=C1C=C(c2ccc(C(=O)O)cc2)C[C@@H](c2ccc(Cl)cc2)C1	-1	-2.4	-0.2	0.2	-2	3.2	2.3	1.7	5
COc1cccc(/C=N/n2c(C)nc3ccccc32)c1OC	1	-4.8	·	-1.4	-1	i	-0.7	-0.3	2
COc1ccc(-c2noc(-c3ccc(Br)o3)n2)cc1	12	-0.1	0.4	0.8	0	-0.7	-1.4	·	12
CC1=C(C(=O)Nc2ccccn2)C(c2ccccc2)n2ncnc2N1 (stereo unspecified)	1	-0.1	·	0.7	-1	i	0.3	8.0	1
CC1=C(C(=O)N2CCOCC2)C(c2ccc(OC(F)F)cc2)NC(=S)N1c1ccccc1 (stereo unspecified)	-6	-3.7	-0.3	-0.4	-3	i	1.3	·	12
NC(=O)c1[nH]cnc1N=NN(CCO)Cc1ccccc1	27	-1.2	0.7	·	0	i	·	-0.2	11
Cc1nc2scc(-c3cccs3)c2c(=O)[nH]1	-1	-2.4	·	0.8	7	-0.2	-0.8	-1.1	-4
CNC(=O)NC(=O)CSc1nnc(-c2ccco2)n1-c1ccccc1	0	-3.5	0.4	-1.6	2	6.6	0.7	-1.3	3
O=C(Nc1ccc(-c2nc3ccccc3o2)c(O)c1)c1cc(-n2cnnc2)ccc1Cl	43*	-6.2	·	-1.9	13	5.9	0.4	-1.8	14
CN1C2C=C3C(C#N)=C(N)C(C#N)(C#N)[C@H](c4c(F)cccc4F)[C@H]3C1CC2 (stereo partly specified)	7	-0.7	·	0.2	8	i	1.0	1.2	-9
CCOc1ccc(NC(=S)Nc2cc(OC)c(Cl)cc2OC)cc1	13	-0.2	1.9	-0.3	-2	3.4	-0.1	·	-3
O=C(c1noc2c1CCc1ccccc1-2)N1CCCc2ccccc21	4	-0.3	·	-1.1	-1	-0.3	3.5	·	27
COc1ccc(C(=O)NCc2cc3ccccc3n2C)cc1	3	-2.5	-0.6	1.3	1	i	1.0	-0.8	5
O=S(=O)(c1ccccc1)N1CC=C(c2ccccc2)CC1	1	-0.2	-0.5	2.8	0	1.6	-1.0	·	4
O=C(N/N=C/c1ccc(Br)cc1)c1ccc(NC(=O)c2ccccc2)cc1	-11	-3.0	0.2	·	0	-0.5	-0.7	·	2
COc1ccc(CCn2c(C)nc3c(c(=O)c4ccccc4n3C)c2=O)cc1	17	-5.1	·	0.7	-3	i	0.5	8.1	21
Cc1cc(C2C(=O)CC(=O)CC2c2ccccc2)on1 (stereo unspecified)	1	-3.6	·	-0.2	0	i	0.4	-0.7	-7
C/C(Cn1nc([N+](=O)[O-])cc1C)=N\NC(=O)c1cccc(Br)c1	6	-1.7	·	3.4	1	-0.8	0.9	0.2	-4
COc1cc(CN(C2CC2)S(=O)(=O)c2ccccc2Br)cc(OC)c1	0	-7.7	1.6	·	3	i	6.1	-0.7	33
Cc1ccc(NC(=O)C2CCCN(C(=O)NCc3ccccc3)C2)c(C)c1 (stereo unspecified)	-5	0.2	1.5	-0.1	1	-0.2	0.7	3.4	4
COCCN1Cc2cccc(C(=O)Nc3cccc(-c4nc5ccccc5[nH]4)c3)c2C1=O	4	-3.9	1.1	2.3	0	i	0.2	2.8	11
COc1cccc(/C=C/C(=O)OCC(=O)N2CCCc3ccccc32)c1	-7	-5.8	1.9	1.0	17	i	3.1	0.8	21

# Molecules from the list above containing a nitro group on carbon:
structure	GDH-TPI counter	FadD28 FP inh	TcdB inh	Mtb UGM inh	FBA Mtb inh	BH1578 lux ind	PfHsp40 rescue	BioA inh	Y pestis TopoI
O=C(CN1C(=O)c2ccc([N+](=O)[O-])cc2C1=O)NC1CCS(=O)(=O)C1 (stereo unspecified)	6	1.1	0.4	0.2	-1	-2.3	-3.0	-1.0	16
Cc1ccc(-c2nc(-c3ccccn3)no2)cc1[N+](=O)[O-]	2	-2.2	-0.3	1.0	1	i	-0.1	·	-13
C/C(Cn1nc([N+](=O)[O-])cc1C)=N\NC(=O)c1cccc(Br)c1	6	-1.7	·	3.4	1	-0.8	0.9	0.2	-4

# Additional structures follow.
structure	GDH-TPI counter	FadD28 FP inh	TcdB inh	Mtb UGM inh	FBA Mtb inh	BH1578 lux ind	PfHsp40 rescue	BioA inh	Y pestis TopoI
CC[C@]12c3[nH]c4ccc(OC)cc4c3CCN1C(=O)C(CC(=O)NC(C)(C)C)C[C@@H]2C(=O)N1CCN(C(=O)c2ccco2)CC1 (stereo partly specified)	4	-2.2	1.1	·	-3	i	-0.1	0.0	3
C/C(=N\NC(=O)C1CCCN(S(=O)(=O)c2ccccc2)C1)c1ccccn1 (stereo unspecified)	10	-3.2	·	2.0	-1	4.2	-0.4	1.8	-3
N=C1/C(=C\c2ccc(OC(=O)c3ccc(F)cc3)cc2)C(=O)N=C2SC(N3CCOCC3)=NN12	11	-0.8	0.3	-0.1	-1	-0.2	0.3	0.1	7
O=C(N/N=C/c1cccnc1)C1CCCCC1	-4	-2.1	-0.1	1.5	-1	-2.1	0.5	1.4	2
Cc1ccccc1CC1(CO)CCCN(C(=O)CCC(=O)c2ccccc2)C1 (stereo unspecified)	3	-3.7	0.8	2.9	1	-0.5	-0.7	2.4	12
CN1CCN(C2=CC(=O)OC23CCCCC3)CC1	3	0.0	·	0.7	4	i	0.7	-0.2	3
COc1cccc(C(C(=O)NC(C)(C)C)N(C(=O)CCC(=O)Nc2cc(C)on2)C(C)C)c1OC (stereo unspecified)	0	-3.6	·	0.4	-2	-0.3	0.0	·	-8
COc1ccc(C2=NS(=O)(=O)N(C)C(C(=O)N3CCC4(CC3)OCCO4)=C2)cc1OC	20	-3.7	0.4	-0.1	-5	-0.5	2.6	0.8	-4
C/C(=N\N1C(=O)c2ccccc2NC1c1ccco1)c1ccccc1O (stereo unspecified)	-2	-9.7	2.6	0.5	-2	-0.4	-0.8	·	-14
CCOc1ccc(NC(=O)CSc2nc(=O)n(Cc3ccccn3)c3c2CCC3)cc1	1	-4.1	0.5	1.4	-3	-1.7	1.0	2.3	32
O=C(Cc1ccc(NC(=O)C2CCCN(C(=O)C3CCCC3)C2)cc1)Nc1cccc(C(=O)N2CCCCC2)c1 (stereo unspecified)	4	-0.9	0.6	·	-1	-2.0	0.7	-0.6	25
CN1C(=O)c2oc3ccccc3c(=O)c2C1c1ccncc1 (stereo unspecified)	8	-0.7	·	·	7	-0.2	0.6	·	-7
CC(=O)c1c(C)[nH]c(C(=O)CN(C)CC(=O)Nc2ccccc2Cl)c1C	8	-4.2	1.0	-2.2	0	i	0.3	12	6
O=C1NC(=O)N2CCSC2(Cc2ccccc2)N1 (stereo unspecified)	2	0.7	1.2	·	1	-0.8	20	·	-7
CCCCCCOc1ccc(N2C(=O)CC(N3CCN(CCN=CC4C(=O)CC(C)(C)CC4=O)CC3)C2=O)cc1 (stereo unspecified)	7	0.2	0.4	-0.9	2	-0.4	0.8	·	8
